INS-1E GSIS act – GLuc luminescence reporter in INS-1E cells, primary screen for activators of glucose-dependent secretion of insulin; hit rate 0.61% among 370,000; activation, % at 16.6 µM; INS-1E GLuc reporter insulin secretion, 2-3 h;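 active = lowest replicate activation of at least 40%, so every replicate reaches that level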;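 note: 0% = median of neutral control wells and 100% = median of IBMX positive control wells; some compounds called inactive have numbers as strong as hits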
Statin myotox sup – protects C2C12 myotubes from simvastatin toxicity | ATP luminescence, 48 h; scaled: DMSO 0, geranylgeraniol control 100 | rescue of ATP level, % at 7.49 µM | hit rate 0.78% among 330,000;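 active = mean ATP rescue above about 67%, or every replicate alone reaching that limit, limit read from the data, passing the limit was not always enough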;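 note: myotubes were challenged with 10 µM simvastatin during compound exposure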
LGR2 inh – blocks bursicon-induced cAMP signaling via Drosophila LGR2 | HEK293 LGR2, CRE-luciferase, bursicon-stimulated, 4 h | inhibition, % at 9.99 µM | hit rate 0.35% among 380,000;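 active = drop in luminescence signal, shown as inhibition above about 50% in the replicate tests, limit read from the data, passing the limit was not always enough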;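 note: agonist challenge used bursicon conditioned medium at about half maximal strength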
Cneo AK release – Cryptococcus neoformans lysis via adenylate kinase release; hit rate 0.2% among 360,000; lysis activity, % at 15 µM; C. neoformans lysis, adenylate kinase release luminescence, 4 h; normalised: neutral wells 0, clomiphene wells 100;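 active = mean lysis activity across replicates of at least 80%, whatever share of replicates individually reach that level; inactive = mean lysis activity below 80%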
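Material – log-phase Cryptococcus neoformans yeast cells · Input – 5 × 10^6 yeast cells/mL · Medium – fresh YPD growth medium · Doses – single compound concentration per well · Timing – static 4 h at 37 °C with compound, 1 h detection · Detection – adenylate kinase release luminescence · Read-out – signal increase indicating cell lysis · Control set – Clomiphene as positive lysis control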
PAX8 reporter – lowers PAX8-driven luciferase in RMG-I cells | RMG-I TPO-luciferase reporter, SteadyGlo, 24 h | inhibition, % at 12.6 µM | hit rate 1.2% among 360,000;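 active = mean replicate inhibition at least 60% with every replicate also reaching 60%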;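 note: luciferase light reporting Pax8 driven TPO promoter activity; plate controls were median of neutral control wells for no effect and mitoxantrone controls for full effect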
PGC1a acetyl inh – lowers PGC1a acetylation signal in U2OS cells. AID 651687. hit rate 0.17% among 350,000. AlphaScreen anti-acetyl-lysine; with virally co-expressed GCN5 acetyltransferase. inhibition, % at 15.6 µM;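 active = every replicate shows inhibition of at least 40%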;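 note: 0% = neutral control wells and 100% = positive control wells; some results beyond the cut were filed as inactive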
ARNT-TACC3 inh – ARNT/TACC3 interaction disruption; Q9Y6A5; hit rate 0.66% among 390,000; AID 623870; inhibition, % at 9.99 µM; AlphaScreen His-ARNT PAS-B/GST-TACC3 binding, luminescence; TACC3 fragment carries E629A point mutation;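 active = mean inhibition of replicates at least 50% and at least half of replicates each reaching 50%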;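 note: 0% = complete ARNT plus TACC3 wells and 100% = ARNT alone without TACC3; many hits fall short of the cut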
PglD DTNB – PglD (C. jejuni) enzyme inhibition | purified PglD enzyme, DTNB colorimetric CoA detection | inhibition, % at 12.5 µM | hit rate 0.098% among 360,000 | AID 602405; in the data active = inhibition above about 16%, passing the limit was not always enough; note: strong numbers were not always called active
* hit, by the source's call; . = no result given.

SMILES	INS-1E GSIS act	Statin myotox sup	LGR2 inh	Cneo AK release	PAX8 reporter	PGC1a acetyl inh	ARNT-TACC3 inh	PglD DTNB
CC(=O)c1cccc(NC(=S)NC(=O)Cc2ccc(Cl)cc2)c1	-10	0	-9	-1	0	.	0	-3
CC(=O)N1CCC(N(CCN2CCOCC2)C(=O)Nc2ccc(Cl)c(Cl)c2)CC1	-20	-3	13	2	-7	-5	-2	1
CS(=O)(=O)N1CCc2cc(C(=O)Nc3ccc(Cl)cc3)ccc21	.	-12	.	-1	-63	-2	-3	-3
COC(=O)CCCCC(=O)OC	16	8	-5	3	.	-3	.	-2
CC1(C)Cc2c(sc3c2c(=N)n(Cc2ccco2)c(=O)n3Cc2ccc(F)cc2)CO1	39	46	5	2	.	-12	-1	-3
COc1ccc(C(=O)NC(C)CCc2ccccc2)c(OC)c1 (stereo unspecified)	5	7	-17	4	-7	-19	-27	-1
COc1ccc(/C(C)=N/NC2=NCCN2)cc1Cl	2	15	2	0	12	10	0	1
C[C@H](CO)N1C[C@H](C)[C@H](CN(C)S(=O)(=O)c2cn(C)cn2)Oc2ccc(NC(=O)C3CCCCC3)cc2C1=O	8	20	-15	-6	.	8	-1	2
CCN(CC(=O)Nc1cccc(C#N)c1)CC(=O)Nc1cccc(OC)c1	-15	-4	1	4	0	6	24	.
Cc1ccc(C2=NN(CCC(=O)NC3CCCC3)C(=O)CC2)cc1	9	7	-7	16	-9	-15	-1	-3
COc1cc(/C=C2\SC(=Nc3ccc(Cl)c(C(=O)O)c3)NC2=O)c(Br)c(Br)c1O	-7	-6	-4	-2	16	6	36	2
CCN1C(=O)NC(c2ccccc2)(c2ccccc2)C1=O	2	.	11	.	18	.	3	.
Cc1nnc(SCC(=O)Nc2ccc(S(=O)(=O)Nc3ccc(Cl)nn3)cc2)s1	2	-3	-15	-1	3	.	.	-1
COC(=O)c1ccc(/C=C/c2c(-c3ccc(OC)cc3)oc3ccc(N4CCOCC4)cc23)cc1	6	-3	-26	-2	-22	8	-5	3
COc1cccc(NC(=O)CSc2nc3c([nH]c4ccccc43)c(=O)n2C)c1	12	.	10	.	27	.	-4	.
CC(Sc1nnc(C2CC2)n1C)C(=O)Nc1ccc(N2CCOCC2)cc1 (stereo unspecified)	1	.	-5	.	-3	.	-1	.
CN(C)C(=O)c1cccc(-c2ccccc2[C@H]2[C@@H](C#N)N(C(=O)C3CCCCC3)[C@@H]2CO)c1	-11	.	11	.	-2	-7	.	.
O=C(Nc1ccc2c(c1)oc1ccccc12)c1ccc(Br)o1	.	-35	.	8	.	29	-1	-1
CC(=O)c1ccc(NC(=O)C(C)Sc2ccccn2)cc1 (stereo unspecified)	9	-3	-23	1	-25	-5	2	1
O=C(CSc1nnc(Nc2ccccc2F)s1)NC1CCCC1	-2	3	-14	1	-21	5	1	-3
CCOc1ccc(CCNC(=O)c2oc3c(c2C)-c2[nH]ncc2CC3)cc1OCC	.	-5	-5	1	1	2	8	-3
O=C(COC(=O)CN1C(=O)C2CCCCC2C1=O)Nc1ccc(S(=O)(=O)N2CCOCC2)cc1 (stereo unspecified)	-1	.	2	-1	14	.	-5	4
COCCCNC(=S)NNC(=O)c1cc(-c2ccncc2)nc2ccccc12	11	.	9	0	.	.	-10	-6
Cc1ccc(-n2nc(C)c3c2OC(N)=C(C#N)C3c2ccco2)cc1 (stereo unspecified)	.	1	.	5	.	-12	3	4
CC(=O)c1ccc(NC(=O)C(C)N(C)CC(=O)Nc2ccccc2Cl)cc1 (stereo unspecified)	8	.	-6	.	15	4	-6	.
COc1cc(NCCCn2ccc(NC(=O)OCc3ccccc3)nc2=O)cc(OC)c1OC	.	-3	11	8	-8	-6	.	-1
COc1ccc(S(=O)(=O)Nc2ccc3c(c2)C(=O)N([C@@H](C)CO)C[C@@H](C)[C@@H](CN(C)C(=O)c2ccccc2)OCCCC[C@@H](C)O3)cc1	-28	58	19	1	18	.	-3	2
c1ccc(-c2noc(CN3CCN(c4cnccn4)CC3)n2)cc1	4	1	11	1	-14	-9	-2	-3
C[C@@H](NC(=O)C[C@H]1CC[C@H](NC(=O)C2CCC2)[C@@H](CO)O1)c1ccccc1	2	-6	16	-2	-3	4	-2	-1
Cn1ccnc1SCC(=O)Nc1cccc(O)c1	12	1	-8	-1	.	1	-3	-3
COc1ccc(S(=O)(=O)Nc2ccc3c(c2)C(=O)N([C@@H](C)CO)C[C@@H](C)[C@H](CN(C)C(=O)Nc2ccccc2)O3)cc1	25	16	-15	-3	-13	0	-2	2
COc1ccc(S(=O)(=O)NC2CC2)cc1-n1cnnn1	-4	.	-6	9	10	1	.	0
COC(=O)/C(N=Nc1cccc(C(F)(F)F)c1)=C(\C)O	30	15	-3	-1	.	4	-4	-7
COc1ccccc1C(=O)N/C(=C/c1ccccc1)C(=O)Nc1ccc(C(=O)O)cc1	-9	.	-6	.	6	.	-30	.
O=C(C[C@@H]1C=C[C@@H](NC(=O)CC2CC2)[C@H](CO)O1)NCC(F)(F)F	-6	-13	-4	2	.	-1	-2	-2
O=C(c1cccnc1)N1CC2(C1)[C@H](c1ccccc1)[C@H](CO)N2CC1CC1	15	.	5	.	2	-2	.	.
COc1ccc(CNc2ncc(-c3ccc(F)cc3)n2C)cc1OC	-13	0	2	-1	5	-13	3	-4
CCN(c1ccccc1)S(=O)(=O)c1ccc(NC(=O)C(C)(C)C)cc1	.	-34	.	-2	.	-35	-17	1
C[C@@H]1CN([C@@H](C)CO)C(=O)c2cc(NC(=O)Nc3ccc4c(c3)OCO4)ccc2O[C@@H]1CN(C)S(=O)(=O)c1ccc(Cl)cc1	-25	.	17	2	.	-12	-1	-3
COC(=O)CSc1nnc([C@H](CC(C)C)NC(=O)OC(C)(C)C)o1	.	4	.	1	.	4	-6	2
Cc1nn2c(=O)cc(CSc3ccccc3NC(=O)c3ccccc3F)nc2s1	10	-11	-8	-13	-7	-20	-9	-3
Cc1ccc(NP(=O)(c2ccc(N(C)C)cc2NC(=O)c2cccs2)N2CCOCC2)cc1 (stereo unspecified)	1	.	9	.	11	.	2	.
COc1ccc(NC(=O)CN(C)C(=O)C2(c3ccccc3)CCCC2)cc1	-19	1	18	0	39	23	3	2
COc1cccc(CN2CC(C(=O)NCc3cnn(C)c3)CCC2=O)c1 (stereo unspecified)	-12	2	1	-2	14	.	-9	1
Cc1cccc(NNC(N)=S)c1C	6	-3	5	1	18	.	9	5
Cc1cc(NC(=O)Cn2nc(-c3ccccc3F)ccc2=O)ccc1-n1cnnn1	.	3	.	0	.	-1	-5	4
COc1cc(C2Nc3ccccc3NC3=C2C(=O)CC(C)(C)C3)cc(OC)c1OC(C)=O (stereo unspecified)	-4	2	1	5	25	7	4	-3
Cc1noc(C)c1NC(=O)N(C)C[C@@H]1Oc2ccc(NC(=O)C3CCCCC3)cc2CC(=O)N([C@@H](C)CO)C[C@@H]1C	6	-19	-16	6	-21	6	1	0
COc1ccc(OC)c(C2CC(=O)NC(SC)=C2C#N)c1 (stereo unspecified)	18	.	18	0	-7	-14	-7	4
CO[C@@H]1CC[C@@H]2CCN(C)C(=O)C[C@@H](c3ccccc3)CN(C)C(=O)c3cccc(C#N)c3OC[C@H]1O2	2	2	-4	3	6	.	1	-1
The list goes on:
SMILES	INS-1E GSIS act	Statin myotox sup	LGR2 inh	Cneo AK release	PAX8 reporter	PGC1a acetyl inh	ARNT-TACC3 inh	PglD DTNB
COC(=O)c1c(N2C(=O)CC(Sc3ccccc3C(=O)O)C2=O)sc2c1CCCC2 (stereo unspecified)	-11	.	.	.	24	-19	-14	.
CCN(CC)C(=O)[C@H]1C[C@H](CC(=O)NCCN2CCOCC2)C(=O)N2CCc3c([nH]c4cc(CCC(=O)N(C)C)ccc34)[C@]12C	0	3	-10	-5	-8	.	-2	-1
Cc1noc(C)c1NC(=O)N[C@@H]1C=C[C@@H](CC(=O)NCc2ccc(Cl)c(Cl)c2)O[C@H]1CO	-8	3	2	-10	4	-1	-8	3
C[C@H]1CN([C@@H](C)CO)C(=O)CCCn2cc(nn2)CO[C@H]1CN(C)Cc1ccc(C(=O)O)cc1	-4	.	2	.	-12	9	.	.
O=C(OCc1nc2ccc(Cl)cc2n1CCO)c1ccccc1C(=O)c1ccccc1	-13	.	-11	.	19	.	0	.
Cc1ccc(CN(c2ccc(C(=O)NCc3ccccn3)cc2)S(C)(=O)=O)cc1	-2	-8	24	1	.	1	-2	1
CC(C)c1nc2sc3c(SCC(=O)NCc4ccco4)ncnc3c2c2c1CCC2	.	-26	.	-3	.	-13	5	1
COC(=O)Cc1[nH]nc2c1C(c1cc(OC)c(OC)c(OC)c1)C(C#N)=C(N)O2 (stereo unspecified)	5	-19	14	21	18	5	-6	-2
COc1ccc(S(=O)(=O)N[C@@H]2CC[C@H](CC(=O)NCCc3ccncc3)O[C@H]2CO)cc1	8	15	6	-1	-18	-6	-19	-2
O=C1NC(=S)S/C1=C/c1ccc(OC(=O)c2ccco2)cc1	8	38	-3	-4	0	0	.	-7

A few values from the results shown.
Statin myotox sup, CCN(CC)C(=O)[C@H]1C[C@H](CC(=O)NCCN2CCOCC2)C(=O)N2CCc3c([nH]c4cc(CCC(=O)N(C)C)ccc34)[C@]12C stands at 3
PGC1a acetyl inh, O=C1NC(=S)S/C1=C/c1ccc(OC(=O)c2ccco2)cc1 stands at 0
ARNT-TACC3 inh, COC(=O)c1c(N2C(=O)CC(Sc3ccccc3C(=O)O)C2=O)sc2c1CCCC2 (stereo unspecified) stands at -14
PAX8 reporter, COc1ccc(S(=O)(=O)N[C@@H]2CC[C@H](CC(=O)NCCc3ccncc3)O[C@H]2CO)cc1 stands at -18
PGC1a acetyl inh, COC(=O)Cc1[nH]nc2c1C(c1cc(OC)c(OC)c(OC)c1)C(C#N)=C(N)O2 (stereo unspecified) stands at 5

Further entries:
SMILES	INS-1E GSIS act	Statin myotox sup	LGR2 inh	Cneo AK release	PAX8 reporter	PGC1a acetyl inh	ARNT-TACC3 inh	PglD DTNB
COc1ccc2c(c1)-c1ccccc1S(=O)(=O)N(C)C2	4	8	-26	7	1	4	-1	-1
Nc1ccc2c(C(F)(F)F)cc(=O)oc2c1	.	5	.	1	-32	0	-8	-8
COc1ccc(C2=NOC(Cn3nc(C(=O)NCc4cccc(C(F)(F)F)c4)cc3-c3ccccc3)C2)cc1 (stereo unspecified)	-25	-5	14	0	20	0	18	5
C[C@H](CO)N1C[C@H](C)[C@H](CN(C)C(=O)C2CCCCC2)Oc2cc(-c3ccc(F)cc3)ccc2S1(=O)=O	-12	-21	31	-2	.	-1	0	-9
O=C(CCc1ccc(S(=O)(=O)N2CCCCC2)cc1)c1nnc(-c2ccccc2)o1	.	.	.	1	.	-22	-6	3
CCOC(=O)Nc1ccc2c(c1)N(C(=O)CN1CCN(C)CC1)c1ccccc1CC2	-2	1	-1	0	18	-9	-2	2
CC(C)NC(=O)NNC(=O)Cn1nnc(-c2cccc(Cl)c2Cl)n1	26	.	-3	1	-1	11	-11	1
O=C(/C=C/c1ccccc1)Nc1nc(-c2ccncc2)cs1	-1	-16	-6	-4	7	5	.	-1
C[C@@H]1CN([C@H](C)CO)C(=O)c2cc(NC(=O)Nc3ccc(C(F)(F)F)cc3)ccc2O[C@H]1CN(C)CC1CCCCC1	-5	-5	-4	56	.	-9	-1	-1
Cc1nn(C)c(C)c1/C=N/NC(=O)C(C)(C)Oc1ccc(Cl)cc1	5	55	-17	0	.	-16	0	-5

3 compounds from above, ordered by the value under INS-1E GSIS act, lowest first.
structure	INS-1E GSIS act	LGR2 inh	PGC1a acetyl inh	ARNT-TACC3 inh	PglD DTNB
C[C@H](CO)N1C[C@H](C)[C@H](CN(C)C(=O)C2CCCCC2)Oc2cc(-c3ccc(F)cc3)ccc2S1(=O)=O	-12	31	-1	0	-9
O=C(/C=C/c1ccccc1)Nc1nc(-c2ccncc2)cs1	-1	-6	5	.	-1
Cc1nn(C)c(C)c1/C=N/NC(=O)C(C)(C)Oc1ccc(Cl)cc1	5	-17	-16	0	-5

High-throughput results as filed in PubChem BioAssay.
